Assay outcomes from PubChem BioAssay.
Cneo AK release: Cryptococcus neoformans lysis via adenylate kinase release. C. neoformans lysis, adenylate kinase release luminescence, 4 h; normalised: neutral wells 0, clomiphene wells 100. lysis activity, % at 15 µM. hit rate 0.2% among 360,000. AID 651654;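 active = mean lysis activity across replicates of at least 80%, whatever share of replicates individually reach that level; inactive = mean lysis activity below 80%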
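Material – log-phase Cryptococcus neoformans yeast cells · Input – 5 × 10^6 yeast cells/mL · Medium – fresh YPD growth medium · Doses – single compound concentration per well · Timing – static 4 h at 37 °C with compound, 1 h detection · Detection – adenylate kinase release luminescence · Read-out – signal increase indicating cell lysis · Control set – Clomiphene as positive lysis control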
PAX8 inh HTS: lowers PAX8-driven luciferase in RMG-I cells | hit rate 1.2% among 360,000 | RMG-I TPO-luciferase reporter, SteadyGlo, 24 h | inhibition, % at 12.6 µM;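 active = mean replicate inhibition at least 60% with every replicate also reaching 60%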;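 note: luciferase light reporting Pax8 driven TPO promoter activity; plate controls were median of neutral control wells for no effect and mitoxantrone controls for full effect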
miR-122 sensor: blocks miR-122 activity in Huh7 sensor cells; activation (reporter increase), % at 12.5 µM; Huh7 miR-122 Renilla luciferase sensor, 48 h; neutral wells = 0, positive control = 100; AID 602342; hit rate 0.3% among 340,000;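 active = mean replicate activation score at least 90 and every replicate individually at or above 90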;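 note: higher luciferase means less miR-122 activity so hits act as miR-122 inhibitors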
LGR2 antag: blocks bursicon-induced cAMP signaling via Drosophila LGR2. HEK293 LGR2, CRE-luciferase, bursicon-stimulated, 4 h. hit rate 0.35% among 380,000. inhibition, % at 9.99 µM;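 active = drop in luminescence signal, shown as inhibition above about 50% in the replicate tests, limit read from the data, passing the limit was not always enough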;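 note: agonist challenge used bursicon conditioned medium at about half maximal strength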
FN deposition inh: fibronectin deposition inhibition. AH1F fibroblasts, Alexa488-fibronectin deposition fluorescence, overnight. inhibition, % at 12.6 µM. hit rate 0.086% among 350,000. AID 743247;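 active = mean inhibition across replicates of 30% or more, regardless of how many single replicates reach that level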;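 note: positive control wells lacked labelled fibronectin entirely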
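Material: AH1F fibroblast monolayer depositing Alexa488-labelled fibronectin into matrix | Input: 10000 AH1F cells/well | Medium: DMEM plus 2% serum, read in PBS | Reagent: Alexa488-fibronectin, 24 nM final in well | Compound dosing: One dose per compound, pinned | Schedule: 1 h adhesion, overnight exposure | Measured by: Fluorescence at 485 nm excitation, 525 nm emission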
CASP6 VEID inh: caspase-6 (human) enzyme inhibition. hit rate 0.53% among 350,000. P55212. AID 686996. inhibition, % at 12.5 µM. purified caspase-6, Z-VEID-R110 cleavage fluorescence;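 active = mean inhibition across replicates at least about 35%, with every replicate also reaching that limit, limit read from the data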;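 note: 0% = median of neutral control wells and 100% = no fluorescence left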
Target sequence (P55212 24-179 limits assumed): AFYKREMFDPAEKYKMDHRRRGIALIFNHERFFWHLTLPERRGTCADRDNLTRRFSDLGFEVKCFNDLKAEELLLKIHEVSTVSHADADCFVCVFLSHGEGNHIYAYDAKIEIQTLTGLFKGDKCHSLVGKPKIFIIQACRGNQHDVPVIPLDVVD
Target sequence (P55212 194-293 limits assumed): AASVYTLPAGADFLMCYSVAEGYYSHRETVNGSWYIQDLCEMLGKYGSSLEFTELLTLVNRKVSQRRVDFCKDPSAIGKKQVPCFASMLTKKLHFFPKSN
EWS-Fli block: inhibitors of EWS/Fli oncoprotein transcriptional activity; A673 NR0B1-luciferase reporter, viability-normalised; inhibition, % at 12.6 µM; hit rate 0.67% among 350,000;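 active = mean inhibition of at least 50% after viability correction, with every replicate also passing that limit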;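 note: firefly luciferase signal divided by Alamar Blue viability fluorescence both relative to DMSO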
PGC1a acetyl inh: modulators of PGC1a acetylation; hit rate 0.17% among 350,000; AID 651687; inhibition, % at 15.6 µM; U2OS PGC1a acetylation, AlphaScreen anti-acetyl-lysine; with virally co-expressed GCN5 acetyltransferase;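 active = every replicate shows inhibition of at least 40%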;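 note: 0% = neutral control wells and 100% = positive control wells; some results beyond the cut were filed as inactive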
An asterisk follows results filed as active; · = not tested or not shown; [ ] = remark or other dose. Random draw from the library. Share with any hit: about 2.5%.

SMILES	Cneo AK release	PAX8 inh HTS	miR-122 sensor	LGR2 antag	FN deposition inh	CASP6 VEID inh	EWS-Fli block	PGC1a acetyl inh
Fc1ccc(-c2cc(-c3nnc4n3CCCCC4)c3ccccc3n2)cc1	-2	-6	·	-20	8	2	4	·
CCCOc1ccc(C(=O)NCCN2CCOCC2)cc1	6	6	-1	-10	-6	-1	-5	11
C[C@H](CO)N1C[C@H](C)[C@@H](CN(C)Cc2ccc(C(F)(F)F)cc2)Oc2c(NC(=O)Nc3ccc4c(c3)OCO4)cccc2C1=O	-4	-18	56[16.7 µM]	-3	·	2	-26	-9
Cc1ccc(NC(=O)N2CCC(NC(=O)c3ccco3)CC2)cc1	8	4	17	-10	-6	-2	-9	16
CCc1c(-c2ccccc2OC)ncn1Cc1cccc(-c2ccccc2)c1	·	48	·	23	4	3	32	·
COCCN(CCOC)Cc1cc(=O)oc2cc(C)c(C)cc12	1	-8	-5	3	-2	-3	-1	-6
COc1cccc(CNC(=O)CCn2ccc3cc(S(=O)(=O)N4CCC(C)CC4)ccc32)c1	5	30	11	-11	2	0	·	17
Cc1ccc(NS(=O)(=O)c2ccc(N3CCN(c4ccc(O)cc4)CC3)c([N+](=O)[O-])c2)c(C)c1	5	56	0	-13	10	4	22	-10
O=C1CCn2c1c(O)c1ccccc1c2=O	·	-2	·	0	-14	95*	-4	·
CC(C)(C)c1ccc(NNC(=O)C2CCC2)cc1	3	33	4	-26	-5	13	13	-1
O=C(CC(=O)Nc1ccccc1)Nc1ccccc1	·	-30	·	3	5	-2	-18	4
CC(=O)Nc1ccc(S(=O)(=O)N2CCCCC2c2cccnc2)cc1 (configuration not stated)	0	17	-8	·	-3	·	·	3
Cc1ccc(SC2=C[C@@]3(O)CC[C@@H](O)[C@@](Sc4ccc(C)cc4)(C2=O)[C@H]3O)cc1	·	6	·	7	-3	6	-5	·
COc1ccc(CCNC(=O)C(=O)NCC2OCCN2S(=O)(=O)c2cc(F)ccc2F)cc1OC (configuration not stated)	-2	-11	-1	0	8	1	3	-7
COc1ccc(OCC(=O)NCCNC(=O)c2cccnc2)cc1	3	-16	·	-5	-1	0	-1	·
O=C(Cn1nnc2ccccc21)Nc1ccc([N+](=O)[O-])cc1	·	-12	·	-13	-31	0	1	-7
CC(=O)c1ccccc1NCC(=O)Nc1ccc(C)cc1	8	-5	10	-60	8	0	-21	-11
N#C[C@H]1[C@@H](c2ccccc2C2=CCCCC2)[C@@H](CO)N1C(=O)CN1CCOCC1	·	-11	·	-19	-11	1	-2	0
CCOC(=O)C(C(=O)NCc1ccc(C)cc1)c1ncc(C(F)(F)F)cc1Cl (configuration not stated)	-2	·	1	-6	·	·	·	-8
CCOc1ccc(NC(=O)CCCN2C(=O)C(c3ccccc3)Oc3cccnc32)cc1 (configuration not stated)	-1	1	-3	-10	5	1	·	5
CC(NS(=O)(=O)c1ccc(Br)s1)c1ccccc1 (configuration not stated)	5	16	42	-7	2	0	7	-7
COc1cccc(CNc2nc3cc(-c4cccc(OC)c4)sc3c(=O)n2C)c1	6	2	-8	-14	-8	-4	-16	6
C[C@@H]1CN([C@@H](C)CO)C(=O)c2cc(-c3ccc(F)cc3)cnc2O[C@@H]1CN(C)C(=O)CN(C)C	-3	·	38[16.7 µM]	-3	3	-1	-15	-11
CCOc1ccc(S(=O)(=O)NCCC(=O)OCC(=O)NC(=O)c2cccn2C)cc1	5	14	-7	·	0	-2	2	-2
C/C=C/c1cnc2c(c1)C(=O)N([C@@H](C)CO)C[C@@H](C)[C@@H](CN(C)Cc1cccc(C(=O)O)c1)O2	·	0	-11[16.7 µM]	4	·	·	-12	-4
O=C(NCc1cccs1)c1cccc(S(=O)(=O)N2CCCCC2)c1	-3	-2	37	·	-7	·	·	-11
CN1C(=O)C(N=Nc2ccc([N+](=O)[O-])cc2)SC1=S (configuration not stated)	-3	1	-2	12	8	0	-1	-1
COCc1[nH]nc2c1C(c1ccc(F)cc1F)C(C#N)=C(N)O2 (configuration not stated)	1	-9	-5	·	5	·	·	7
COc1cc2c(cc1OC)C(c1ccc(Br)cc1)CC(=O)N2 (configuration not stated)	-1	-1	8	0	3	2	3	-15
O=C(CCC(=O)N1CCSc2ccccc21)NC1CCCCC1	-2	-6	-3	1	-14	-2	-5	4

Entries of single compounds from above. Order of values: Cneo AK release	PAX8 inh HTS	miR-122 sensor	LGR2 antag	FN deposition inh	CASP6 VEID inh	EWS-Fli block	PGC1a acetyl inh
COCc1[nH]nc2c1C(c1ccc(F)cc1F)C(C#N)=C(N)O2 (configuration not stated) reads 1	-9	-5	·	5	·	·	7
CCOc1ccc(S(=O)(=O)NCCC(=O)OCC(=O)NC(=O)c2cccn2C)cc1 reads 5	14	-7	·	0	-2	2	-2
O=C1CCn2c1c(O)c1ccccc1c2=O reads ·	-2	·	0	-14	95*	-4	·

Following part
SMILES	Cneo AK release	PAX8 inh HTS	miR-122 sensor	LGR2 antag	FN deposition inh	CASP6 VEID inh	EWS-Fli block	PGC1a acetyl inh
CC(C)C(N)c1csc(Nc2cc(Oc3ccccc3)ncn2)n1 (configuration not stated)	1	-21	-9	21	-6	1	-2	26
O=[N+]([O-])c1ccc(CSc2nnc(-c3cccnc3)o2)cc1	1	7	-4	3	1	-1	-44	2
COc1ccc(COC(=O)NC2CCN(S(=O)(=O)c3ccc(OC)cc3)CC2)cc1	-2	·	1	·	-10	·	·	14
Cc1c(Cl)c([N+](=O)[O-])nn1CC(=O)NC(C)c1ccccc1 (configuration not stated)	-6	-9	-5	-9	-18	-2	1	2
Cc1ccc(S(=O)(=O)N(CC(=O)NCc2ccncc2)Cc2ccc(F)cc2)cc1	4	8	3	5	4	-4	10	-4
O=C(CCc1nc2ccccc2c(=O)[nH]1)Nc1nnc(SCc2ccc(Cl)cc2)s1	·	-2	·	4	2	-2	3	·
COc1cccc(OC)c1C(=O)NC(=S)Nc1cc(-c2nc3ccccc3[nH]2)ccc1Cl	·	-7	·	3	-7	1	-2	·
O=C(CCCCCn1nnc2ccccc2c1=O)Nc1ccccc1F	-1	-9	0	2	·	1	1	39
C[C@@H]1CN([C@H](C)CO)C(=O)c2cc(NC(=O)CCN3CCOCC3)ccc2O[C@H]1CN(C)Cc1ccncc1	-5	2	2[16.7 µM]	7	·	3	·	2
COc1ccc(OCC(=O)NCCCCCCNC(=O)COc2ccc(OC)cc2)cc1	2	8	·	39	·	2	·	·
COc1cc2c[n+](C)c3c4ccccc4ccc3c2cc1OC	·	41	-9	-61	6	-20	1	1
COc1ccc2c3c(n(C)c2c1)[C@H](CO)N(Cc1ccc(Cl)cc1)CC31CCN(CC2CC2)CC1	·	·	·	11	16	-2	8	-20
O=[N+]([O-])c1ccc(Oc2ccc(OCc3ccccc3)cc2)nc1	-1	-22	·	1	-1	-3	-18	4
Cc1ccsc1C(=O)NNC(=O)C1C2C=CC(C2)C1C(=O)O (configuration not stated)	0	·	-6	-35	-4	3	-48	·
COc1ccc(S(=O)(=O)N2CCCCN3[C@@H](CO)[C@@H](c4ccc(C5=CCCC5)cc4)[C@@H]3C2)cc1	-1	-14	-9[16.7 µM]	-4	·	0	-4	-6
C[C@H]1CCCCO[C@@H](CN(C)Cc2ccccc2)[C@@H](C)CN([C@@H](C)CO)C(=O)c2cc(NS(=O)(=O)c3ccc(Cl)cc3)ccc2O1	2	75*	-11[16.7 µM]	6	-9	1	5	-4
Cc1[nH]c(=O)nc(SCc2ccc(Cl)c(Cl)c2)c1C#N	0	-5	·	4	-13	5	4	·
Cc1ccc(C(=O)CN2C(=O)c3ccccc3S2(=O)=O)cc1	-9	71*	-3	95*	5	0	77*	40
C[C@H]1CN([C@@H](C)CO)C(=O)c2cc(C3=CCCCC3)cnc2O[C@@H]1CN(C)Cc1ccccc1	0	·	-4[16.7 µM]	-7	·	1	5	-29
COCC#Cc1ccc2c(c1)O[C@@H](CN(C)S(=O)(=O)c1ccc(OC)cc1)[C@H](C)CN([C@@H](C)CO)S2(=O)=O	-2	14	7[16.7 µM]	-7	·	0	5	-1
CN(C)CC(=O)Nc1ccc2c(c1)[C@@H]1C[C@H](CC(=O)NCc3ccccc3F)O[C@@H](CO)[C@@H]1O2	-1	8	1[16.7 µM]	3	-7	·	2	-6
COc1ccc(Nc2ncnc3c2c(C)c(C)n3CCCN(C)C)cc1	0	-70	-13	21	0	-10	-46	11
COc1ccc(Cl)cc1S(=O)(=O)N1CCC(C(=O)NCCc2ccccc2)CC1	-2	-30	-3	-8	-5	-4	-13	0
CCCOC1CCCN(C(=O)c2ccc(OC3CCN(Cc4ccccn4)CC3)cc2)C1 (configuration not stated)	10	16	-10	-8	4	-5	5	6
O=S(=O)(N[C@@H]1CC[C@@H](CCn2cc(C3(O)CCCC3)nn2)O[C@@H]1CO)c1ccc(Cl)cc1	-1	17	-2[16.7 µM]	21	·	-3	-1	9
COc1ccc(C(=O)C2CCCN(C(=O)c3ccoc3C)C2)cc1F (configuration not stated)	-3	12	-16	28	0	3	0	4
CN1c2ccccc2C(=O)/C(=C\Nc2ncccn2)S1(=O)=O	10	-19	4	6	1	1	-15	8
O=C(NC1CCCCC1)N1CC(=O)N2[C@@H](CO)[C@H](c3ccc(/C=C/c4ccccc4)cc3)[C@@H]2C1	·	6	·	4	0	4	8	-9
CCCNC(=O)C1(C)CCCN(Cc2noc(-c3c(C)noc3C)n2)C1 (configuration not stated)	-1	-9	2	-11	0	-2	0	0
C[C@@H]1CN([C@@H](C)CO)C(=O)c2cccc(NS(=O)(=O)c3cn(C)cn3)c2O[C@@H]1CN(C)S(=O)(=O)c1cn(C)cn1	-5	16	-8[16.7 µM]	31	·	2	0	7
Cc1ccc2c(c1)nnn2C1CCN(CC(=O)N(c2ccccc2)c2ccccc2)CC1	1	23	-10	4	-3	2	10	-5
C[C@H](CO)N1C[C@H](C)[C@@H](CN(C)C(=O)Nc2ccccc2)OCCCC[C@H](C)Oc2ccc(NC(=O)Nc3ccccc3)cc2C1=O	5	11	-5[16.7 µM]	3	-11	2	·	6
CCCNC(=O)Nc1ccc2c(c1)C(=O)N(C)C[C@H](OC)[C@H](C)CN(C)[C@@H](C)CO2	9	·	-10[16.7 µM]	-8	9	-2	-6	2
O=C(Nc1ccccc1)N[C@H]1CC[C@@H](CCn2cc(-c3ccccc3F)nn2)O[C@@H]1CO	·	·	·	-6	·	1	-10	3
COc1cccc(N2CCN(C(=O)c3cc4c(s3)CCCCC4)CC2)c1	0	-17	·	-75	-1	2	-43	·
COc1ccc(S(=O)(=O)N2CCOCC2)c(Cl)c1Cl	-2	·	-6	-3	·	2	·	-6
CNc1ncnc2c1ncn2[C@H]1CN(Cc2cccnc2)C[C@@H](CO)O1	0	0	-1	-17	-2	2	0	2
Cc1cc(CNC(=O)C2(C(F)(F)F)C/C(=C\CCO)CCCO2)nn1C (configuration not stated)	0	4	·	0	4	1	-2	·
O=C(c1ccoc1)N1CCC(CO)(CCc2ccccc2)CC1	1	-29	1	-4	·	-1	-6	-1
Cn1c(=O)oc2cc(S(=O)(=O)N3CCC(C(=O)NCc4ccc(F)cc4)CC3)ccc21	-1	3	0	2	7	-2	0	4
O=C(/C=C/[C@H]1O[C@@H](n2cnc3c(NC(=O)c4ccccc4)ncnc32)[C@H](O)[C@@H]1O)NCc1cccc2ccccc12	-2	13	0	1	-1	-2	0	4
